PLC-gamma1 inh – blocks human PLC-gamma1 enzyme activity | actives 0.84% (n = 370,000) | purified PLC-gamma1, fluorogenic substrate, fluorescence | inhibition, % at 12.2 µM | AID 720700; in the data active = inhibition above about 9.5%
Tn6 DDE FP – inhibitors of Tn6 peptide binding to human fibrin DD(E); AID 720509; Fibrin DD(E) TRITC-Tn6 fluorescence polarization displacement; actives 0.21% (n = 370,000); inhibition, % at 8.3 µM;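 active = inhibition above a per-campaign cutoff: mean of compounds within control limits plus 3 SD, cut at about 15% in these data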;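 also: 0% = median of all compound wells on the plate and 100% = blocking peptide control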
PLC-beta3 inh – blocks human PLC-beta3 enzyme activity; Purified PLC-beta3, fluorogenic substrate, fluorescence; inhibition, % at 12.2 µM; actives 0.18% (n = 370,000); in the data active = inhibition above about 11%;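 also: 0% = median of compound wells on plate and 100% = full blocker control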
ADAM17 inh – inhibitors of human ADAM17 | P78536 | recombinant ADAM17, EDANS/DABCYL FRET peptide cleavage | inhibition, % at 6.95 µM | actives 0.83% (n = 370,000);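 active = inhibition above the mean of compounds lying between control limits plus 3 SD, set per campaign, cut at about 8.5% in these data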;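 also: 0% = DMSO-only wells as the low control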
ARFGAP1 inhibitor – inhibitors of rat ARFGAP1. Q62848. actives 0.26% (n = 360,000). AID 651572. Arfgap1-stimulated ARF1 GTP hydrolysis, GDP FP detection. inhibition, % at 16.5 µM;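 active = inhibition above a per-plate limit, mean inhibition of low control wells plus 3 SD, cut at about 25% in these data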;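 also: 0% = DMSO wells with enzyme and 100% = wells lacking Arfgap1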
Target sequence (Q62848 1-136 limits assumed): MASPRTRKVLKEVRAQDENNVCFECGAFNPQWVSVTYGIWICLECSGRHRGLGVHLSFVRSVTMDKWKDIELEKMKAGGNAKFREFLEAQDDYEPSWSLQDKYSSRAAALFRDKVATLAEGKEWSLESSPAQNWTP
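system = rat Arfgap1 catalytic domain, aa 1-136 | technique = FP, GDP Alexa 633 tracer displaced from anti-GDP antibody, 620/688 nm | compound = one concentration, 16.5 µM, DMSO 1.26% | medium = HEPES-based buffer, pH 7.5 | timing = compound-enzyme preincubation 20 min, reaction 120 min, detection 60 min, 25 °C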
SIAE inh – blocks human sialic acid acetylesterase | SIAE FP-Rh probe binding, fluorescence polarization | inhibition, % at 9.66 µM | AID 1053197 | actives 0.69% (n = 370,000);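 active = inhibition above a cutoff: mean of compounds within the control limits plus 3 SD of those, cut at about 17% in these data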;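 also: 0% = plate median of compound wells and 100% = probe without SIAE protein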
Target sequence (Q9HAT2 whole entry, looked up): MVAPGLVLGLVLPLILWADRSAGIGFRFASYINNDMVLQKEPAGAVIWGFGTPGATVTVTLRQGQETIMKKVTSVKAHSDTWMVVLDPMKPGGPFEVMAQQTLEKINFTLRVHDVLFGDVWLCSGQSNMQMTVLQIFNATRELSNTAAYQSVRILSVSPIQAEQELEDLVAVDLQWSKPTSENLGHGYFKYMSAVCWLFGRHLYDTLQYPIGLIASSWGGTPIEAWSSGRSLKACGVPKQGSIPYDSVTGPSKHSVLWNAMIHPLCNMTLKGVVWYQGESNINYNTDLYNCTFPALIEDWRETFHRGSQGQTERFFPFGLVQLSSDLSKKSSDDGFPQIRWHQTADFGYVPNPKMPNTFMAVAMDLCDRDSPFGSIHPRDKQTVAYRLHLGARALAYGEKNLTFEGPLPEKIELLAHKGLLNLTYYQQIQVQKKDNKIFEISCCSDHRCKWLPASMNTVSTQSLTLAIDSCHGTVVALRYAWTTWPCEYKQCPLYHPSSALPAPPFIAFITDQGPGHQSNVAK
ASAP1 GAP inh – blocks human ASAP1-stimulated Arf1 GTP hydrolysis; actives 0.19% (n = 360,000); GDP FP detection; inhibition, % at 16.5 µM; Q9ULH1; AID 624377; in the data active = inhibition above about 25%;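 also: 0% = vehicle with enzyme and substrate and 100% = no enzyme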
Target sequence (Q9ULH1 325-724 limits assumed): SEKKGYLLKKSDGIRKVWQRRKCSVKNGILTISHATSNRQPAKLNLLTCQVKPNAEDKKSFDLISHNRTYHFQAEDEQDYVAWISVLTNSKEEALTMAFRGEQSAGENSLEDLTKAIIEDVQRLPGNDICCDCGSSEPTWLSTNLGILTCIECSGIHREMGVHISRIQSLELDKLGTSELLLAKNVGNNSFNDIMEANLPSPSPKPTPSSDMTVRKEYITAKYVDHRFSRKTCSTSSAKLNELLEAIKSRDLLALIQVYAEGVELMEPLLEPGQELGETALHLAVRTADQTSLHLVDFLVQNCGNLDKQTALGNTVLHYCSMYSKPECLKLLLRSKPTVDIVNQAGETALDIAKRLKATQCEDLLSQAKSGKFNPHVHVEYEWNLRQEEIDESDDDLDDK
TDP2 inh – blocks human TDP2 phosphodiesterase activity; recombinant TDP2, T5PNP hydrolysis, p-nitrophenol absorbance 415 nm; inhibition, % at 12.8 µM; actives 0.34% (n = 370,000);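 active = inhibition above the mean of all tested compounds plus 3 SD, set per campaign, cut at about 25% in these data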;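 also: 0% = DMSO with enzyme and 100% = buffer with substrate but no TDP2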
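System – recombinant human TDP2 · Amount – 120 nM TDP2 per well · Buffer or medium – Mg2+-containing Tris-HCl buffer, pH 7.5 · Reagent – T5PNP substrate, 5 mM · Dosing – 12.8 µM single point, 1% DMSO · Incubation – 2 h at 37 °C · Measured by – epi absorbance · Read-out basis – percent inhibition · Benchmarks – high control without enzyme, low control DMSO plus TDP2 · Repeats – singlicate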
ADAM10 inh – inhibitors of human ADAM10; recombinant ADAM10, EDANS/DABCYL FRET peptide cleavage, 3 h; inhibition, % at 7 µM; actives 0.62% (n = 370,000); AID 720582;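 active = inhibition above a per-campaign cutoff equal to the mean of compounds falling between control-based bounds plus 3 SD, cut at about 20% in these data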;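 also: 0% = DMSO wells while the 100% control is not disclosed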
DDE Tn7 FP inh – DD(E)-Tn7 binding inhibition, primary FP screen; FP displacement of FITC-Tn7 peptide from fibrin DD(E); 0% = median of compound wells per plate; inhibition, % at 8.3 µM; actives 0.13% (n = 370,000); AID 720508;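 active = inhibition above the mean of compounds falling within the control limits plus 3 SD of them, cut at about 14% in these data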;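 also: 0% = plate median of compound wells and 100% = 10 µM Aha-Tn7 peptide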
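Assay system: Human fibrin DD(E) protein | Medium: Tris buffer with calcium and detergent, pH 7.8 | Reagent: 0.1 µM fluorescent Tn7 | Compound dosing: Single point at 8.3 µM | Times: 10 min preincubation, 3 h with tracer, room temperature | Detection: Fluorescence polarization of the labelled Tn7 tracer | Controls: Aha-Tn7 high control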
* = called active by the depositor; i = inactive.

SMILES | PLC-gamma1 inh | Tn6 DDE FP | PLC-beta3 inh | ADAM17 inh | ARFGAP1 inhibitor | SIAE inh | ASAP1 GAP inh | TDP2 inh | ADAM10 inh | DDE Tn7 FP inh
COC(=O)c1ccc(OCC(O)CN2CCc3cc(OC)c(OC)cc3C2c2ccccc2)cc1 (configuration not stated) | i | -2 | i | -36 | 3 | 1 | 8 | -13 | -82 | -8
O=C(Cc1ncc(C(F)(F)F)cc1Cl)Nc1cccc(Br)c1 | 5 | 7 | 1 | 10* | 12 | 7 | 8 | -6 | 11 | 4
COc1ccc(NC(=O)CN(C)C(=O)c2ccccc2Sc2ncnc3sc(C)c(C)c23)cc1 | 2 | 3 | -1 | -6 | -1 | 1 | 4 | 5 | -1 | 4
O=C(NN=C1CCCCCC1)c1ccc(Br)o1 | -9 | -3 | -7 | -9 | -12 | 2 | -4 | 4 | -20 | 0
CCc1nn(CC(=O)Nc2cc(C)ccc2C)c(=N)s1 | 6 | 1 | -2 | -5 | -2 | -4 | -9 | 7 | 12 | -3
CC(=O)Nc1cccc(C(=O)N2CCN(Cc3ccccc3)CC2)c1 | 0 | 7 | -1 | -2 | 1 | 2 | -1 | -2 | -2 | -1
Cc1ccc(CNC(=O)Nc2ccc3c(c2)N(C)C(=O)CS3)cc1 | -3 | 0 | -2 | -3 | -8 | -6 | -4 | 4 | -4 | 0
CCCc1c(-c2ccccc2F)ncn1CCc1ccccc1OC | 8 | 0 | 0 | 7 | 1 | 2 | 4 | -14 | 17 | 1
COc1ccc(/C=N/Nc2nc(-c3cccc(S(=O)(=O)N4CCCC4)c3)cs2)cc1OC | -10 | 0 | -10 | 1 | -3 | 1 | -8 | -1 | 5 | -4
COc1cccc(CN(C(=O)c2cnccn2)C(C(=O)NC2CCCCC2)c2cc(OC)c(OC)c(OC)c2)c1 (configuration not stated) | -1 | 5 | 2 | -3 | -6 | -7 | -2 | -1 | 4 | 7
COc1ccccc1NC(=O)CCNC(=O)c1ccc(C)cc1 | 2 | 1 | -6 | -2 | -5 | 6 | -1 | 4 | 4 | 3
O=C(Nc1ccccc1-c1ccccc1)c1cnccn1 | 4 | 2 | 5 | 1 | -5 | -2 | 6 | -6 | 9 | -5
COCC1CCN(C(=O)c2ccc3oc(C(C)C)nc3c2)C1 (configuration not stated) | -2 | 4 | -1 | -3 | 2 | 0 | 3 | -6 | -10 | 0
c1ccc(CCc2nc(-c3ccncc3)no2)cc1 | 7 | 3 | 0 | 4 | 5 | 1 | -11 | -8 | -11 | 0
COc1ccc(N(CC(=O)N2CCN(c3ccc(F)cc3)CC2)S(=O)(=O)c2c(C)noc2C)cc1 | 2 | -2 | -9 | -4 | -9 | 17 | 16 | 9 | 0 | -2
O=C(CSc1nnnn1-c1ccc(F)cc1)NNC(=O)c1ccco1 | 3 | 8 | -5 | 0 | 3 | -6 | 0 | -12 | 10 | 1
CCN(C(=O)COc1ccccc1)C1CCCCC1 | 3 | -5 | -4 | -7 | 2 | -4 | -1 | -12 | -11 | 5
Cc1cccc(Cn2ccc(N)n2)c1 | -2 | 3 | -9 | 0 | 12 | 5 | -5 | 2 | 6 | 3
COc1ccccc1NC(=S)N(Cc1ccco1)Cc1cc2cc(C)ccc2[nH]c1=O | 2 | -4 | -1 | -6 | 14 | 0 | 8 | 1 | -5 | -1
Cc1c(Cl)c([N+](=O)[O-])nn1CC(=O)NCc1cccs1 | 6 | 0 | 2 | 0 | 1 | 3 | -16 | 4 | 1 | -3
COC(=O)Cn1c2nc3ccccc3nc2c2cccc(C)c21 | -61 | 0 | -84 | -3 | -14 | 1 | 10 | -3 | -10 | 1
COc1ccc(C2CC(=O)Oc3ccc(C(C)(C)C)cc32)cc1 (configuration not stated) | 4 | 8 | 0 | -6 | 10 | 1 | 2 | 1 | 7 | 1
CCOC(=O)C1(Cc2cccc(OC)c2)CCCN(S(=O)(=O)N(C)C)C1 (configuration not stated) | 5 | -9 | -2 | 1 | 11 | 6 | -3 | -2 | 3 | -4
COc1cccc(CNC(=O)Cn2ccc3cc(S(=O)(=O)N4CCCCCC4)ccc32)c1 | 4 | 5 | -8 | 6 | 3 | -4 | -6 | -13 | 16 | -5

Compound profiles (already shown). Screens in order: PLC-gamma1 inh	Tn6 DDE FP	PLC-beta3 inh	ADAM17 inh	ARFGAP1 inhibitor	SIAE inh	ASAP1 GAP inh	TDP2 inh	ADAM10 inh	DDE Tn7 FP inh
Cc1cccc(Cn2ccc(N)n2)c1 as listed: -2	3	-9	0	12	5	-5	2	6	3
COc1ccccc1NC(=S)N(Cc1ccco1)Cc1cc2cc(C)ccc2[nH]c1=O as listed: 2	-4	-1	-6	14	0	8	1	-5	-1
COc1cccc(CNC(=O)Cn2ccc3cc(S(=O)(=O)N4CCCCCC4)ccc32)c1 as listed: 4	5	-8	6	3	-4	-6	-13	16	-5

Continued.
SMILES | PLC-gamma1 inh | Tn6 DDE FP | PLC-beta3 inh | ADAM17 inh | ARFGAP1 inhibitor | SIAE inh | ASAP1 GAP inh | TDP2 inh | ADAM10 inh | DDE Tn7 FP inh
CCn1cc(/C=N/NC(=O)c2ccc3c(c2)OCO3)c(C)n1 | 1 | 5 | 1 | -1 | -10 | 1 | -15 | -7 | 5 | 4
O=C(Oc1ccc(-n2cnnn2)cc1)c1ccccc1 | 0 | 2 | -2 | -6 | 3 | -4 | -8 | 0 | 1 | 2
Cc1cccc(OCc2nnc(SCC(=O)Nc3cc(C)on3)n2C)c1 | -1 | -1 | 0 | -5 | 10 | 0 | 4 | -7 | -3 | 2
CCS(=O)(=O)N1CCN(Cc2c[nH]c3ccccc23)CC1 | -1 | 2 | -2 | 0 | 3 | 3 | 13 | -9 | 3 | -7
CC(=O)Cc1nsc(NC(=O)c2ccc(COc3ccccc3)o2)n1 | -4 | 6 | -5 | 2 | -10 | -5 | 1 | -2 | 10 | 0
Cc1nc2nc(COc3ccccc3)nn2c(C)c1Cl | 4 | 6 | 0 | -3 | 4 | 0 | 19 | -2 | -9 | 2
CNC(=O)C1CN(C(=O)c2nn(Cc3ccccc3)c(=O)c3ccccc23)c2ccccc2O1 (configuration not stated) | 3 | -2 | 3 | 1 | 9 | 3 | 9 | 4 | -16 | -5
Cc1n[nH]c(=O)nc1NC(C)c1ccccc1 (configuration not stated) | 4 | 1 | 3 | -3 | 3 | -1 | -8 | -6 | -4 | -3
CCCn1cc(C(=O)OCC)c(=O)c2cc(F)c(F)cc21 | 1 | -8 | 0 | -6 | 3 | -4 | -3 | -9 | 1 | -4
COc1ccc(CN(Cc2ccc(C(=O)O)cc2)C(=S)Nc2ccccc2Cl)cc1OC | 3 | -8 | 1 | -2 | 7 | -5 | -5 | 4 | -3 | 1
COc1cc(/C=c2\sc3n(c2=O)CCCN=3)ccc1O | -24 | -6 | -27 | 0 | 7 | 6 | -7 | -8 | -9 | -7
CC1NC(=O)N(C)C2NC(=O)N(C)C(c3ccccc3)C12 (configuration not stated) | 4 | -1 | 2 | 2 | 2 | 3 | 13 | 0 | -1 | -4
O=C(O)/C=C/c1cccc(NS(=O)(=O)c2ccccc2)c1 | 1 | -1 | 0 | 0 | -7 | 1 | -5 | 0 | 4 | 1
Cc1nc2ccccc2nc1CN1CCN(Cc2ccc(F)c(F)c2)C(CCO)C1 (configuration not stated) | -6 | -3 | -5 | -3 | -6 | 6 | -1 | -12 | -5 | -8
CCC(C)(C)n1nnnc1C(c1ccncc1)N1CCN(c2cccc(OC)c2)CC1 (configuration not stated) | 5 | -3 | 8 | 2 | 1 | -2 | 8 | -12 | 6 | -11
COc1ccc2c(c1)C=C(C(=O)NCc1ccc(Cl)cc1)CO2 | -38 | -5 | -62 | 1 | 5 | -2 | 0 | 5 | 1 | 2
COc1nc(NC(C)(C)C)nc(Oc2ccc(=O)n(-c3ccccc3)n2)n1 | 3 | -2 | 5 | -3 | 13 | -1 | 7 | 0 | 3 | -2
CC1(C(=O)O)CCC(C(=O)Nc2ccccc2)C1(C)C (configuration not stated) | 1 | 8 | 2 | -4 | 4 | -3 | -1 | 1 | -8 | -3
Cc1cccc(Nc2nc(N)nc(CSc3nccn3C)n2)c1 | 3 | -6 | 0 | 0 | 9 | -1 | -9 | 0 | 1 | -8
COc1cccc(CNC(=O)c2cc(S(=O)(=O)N3CCOCC3)ccc2N2CCCC2)c1 | -5 | -2 | -8 | -4 | 9 | 9 | 6 | -11 | -17 | -7
CCOc1ccc(NC(=O)NC2CCCc3ccccc32)cc1 (configuration not stated) | 1 | 5 | -4 | 5 | 1 | -2 | 2 | 3 | 6 | 5
Cc1c(NC(=O)c2ccc(Cl)c([N+](=O)[O-])c2)cccc1-n1cnnn1 | 1 | -3 | -1 | -1 | -8 | -2 | -1 | 8 | -1 | 0
COc1ccc(NC(=O)N2CCN(C(=O)C(Cc3ccc(F)cc3)NC(C)=O)CC2)cc1 (configuration not stated) | 0 | -6 | -2 | -2 | 6 | 9 | -8 | 10 | 2 | -2
Cc1nc(SCC(=O)O)c2oc3ccccc3c2n1 | 1 | -1 | 1 | -1 | 2 | -7 | 9 | 0 | 3 | 2
Cc1cc(NC(=O)CSc2nnc(CNC(=O)c3ccc(F)cc3)o2)no1 | -2 | 6 | -5 | 4 | 3 | 8 | 6 | -5 | -1 | 1
Cc1cccc(CSc2nnc([C@@H]3CCCN3)o2)c1 | 0 | 2 | -4 | 0 | -15 | 4 | 3 | 15 | 0 | -2
CC(C)C[C@@H]1Cc2[nH]c(=S)[nH]c(=O)c2[C@H](CCc2ccccc2)O1 | 1 | 2 | 0 | -4 | -6 | 5 | 17 | 7 | -9 | 2
COc1ccc(C(=O)Nc2cnccn2)cc1[N+](=O)[O-] | -2 | -10 | -8 | -5 | -5 | 0 | 8 | 7 | 0 | 1
N#Cc1ccccc1NC(=O)CNc1ccccc1N1CCCCC1 | -2 | -1 | -2 | 1 | -5 | -5 | 6 | 0 | -1 | 6
CCOc1ccc(OCCCC(=O)Nc2nc3ccccc3[nH]2)cc1 | 1 | -8 | 5 | 0 | -8 | 1 | -10 | 11 | -9 | -2
CN1C(=O)CON=C1c1cccc2ccccc12 | -5 | -1 | 0 | -4 | -6 | -4 | 2 | 7 | -3 | 1
CCC(=O)Nc1ccc(NC(=O)c2ccccc2)nc1 | 1 | -1 | 3 | -1 | -11 | -8 | -4 | 12 | 5 | 11
Cc1cc(C)cc(C(=O)NCC(=O)OCc2nc(N)nc(Nc3ccccc3C)n2)c1 | -4 | -7 | -6 | -5 | -2 | 6 | -4 | 8 | -3 | 2
Nc1nc(Nc2ccccc2)nc(NC2CCCCC2)c1[N+](=O)[O-] | 1 | 4 | -5 | -1 | 4 | -13 | -11 | 7 | 0 | 2

High-throughput results (PubChem)
